LMPTP inh = LMPTP phosphatase inhibitors, primary screen, biochemical, fluorescence intensity, uHTS | recombinant LMPTP-A, OMFP fluorogenic substrate | inhibition, % at 20 µM | hit rate 0.22% among 360,000;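 active = compounds that cut the enzyme signal by at least half of the control window in the single-dose screen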;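 also: plate controls were DMSO wells with enzyme plus substrate for no effect and substrate without enzyme for full effect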
Target sequence (P24666 whole entry, looked up): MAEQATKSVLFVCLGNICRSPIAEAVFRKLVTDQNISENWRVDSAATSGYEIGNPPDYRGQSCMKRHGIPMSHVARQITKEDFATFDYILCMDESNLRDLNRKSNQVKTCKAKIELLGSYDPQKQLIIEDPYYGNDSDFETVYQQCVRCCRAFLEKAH
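Test system: LMPTP-A phosphatase enzyme; input: 0.625 nM LMPTP-A final; reagent: OMFP substrate, 400 µM final; compound dosing: 20 µM single dose, 3% DMSO; incubation: 50 min dark incubation at room temperature; measured by: endpoint fluorescence intensity from OMFP dephosphorylation; measure: % inhibition relative to no-enzyme and uninhibited control wells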
TbMetRS inhib = T. brucei MetRS inhibitors, primary screen, biochemical, luminescence; purified T. brucei MetRS, ATP depletion, Kinase-Glo luminescence; hit rate 0.4% among 360,000; methionyl-tRNA synthetase (Trypanosoma brucei brucei); AID 624268, 2012; inhibition, % at 11.9 µM;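 active = inhibition above a per-plate cutoff of the control wells' mean inhibition plus 3 SD, cut at about 5.5% in these data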;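 also: 0% = DMSO wells median and 100% = median of wells with control inhibitor compound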
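Dosing: 11.9 µM compound single dose, 0.9% DMSO; Assay system: purified T. brucei MetRS enzyme; Measured by: Kinase-Glo luciferase luminescence reporting remaining unconsumed ATP; Schedule: 15 min plus 2 h at 25 °C.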
eLon inh = inhibitors of E. coli Lon protease, primary screen, biochemical, fluorescence polarization | purified E. coli Lon protease | inhibition, % at 7.94 µM | hit rate 0.42% among 360,000 | AID 602123, 2011; in the data active = inhibition above about 13%, passing the limit was not always enough;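 also: 0% = enzyme with probe and DMSO and 100% = no enzyme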
NRP1-CendR mod = modulators of CendR peptide binding to NRP-1, primary screen, biochemical, fluorescence polarization, uHTS | FAM-RPARPAR peptide binding to NRP-1 | inhibition, % at 25 µM | AID 602438, 2012 | hit rate 0.85% among 360,000;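 active = inhibition or corrected inhibition above about 18%, plus a signal ratio from 0.5 to 1.5, limit read from the data, passing the limit was not always enough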; also: strong numbers were not always called active
STEP inh = STEP phosphatase inhibitors, primary screen, biochemical, fluorescence intensity, uHTS | Tyrosine-protein phosphatase non-receptor type 5 (Homo sapiens), P54829 | recombinant STEP, OMFP fluorogenic substrate | inhibition, % at 20 µM | hit rate 0.25% among 360,000 | AID 588621, 2011;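 active = inhibition at 20 µM, scaled per plate between control wells, above about 37%, limit read from the data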;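 also: 0% = DMSO with enzyme and substrate and 100% = substrate only without enzyme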
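Material: STEP (striatal-enriched tyrosine phosphatase) enzyme, cell-free; Compound dosing: 20 µM single dose in 1% DMSO; Technique: fluorescence read at 480 nm ex / 540 nm em; Times: reaction 20 min, ambient temperature; Medium: 50 mM Bis-Tris pH 6.0 with 2.5 mM DTT and 0.005% Tween 20; Also added: OMFP at 25 µM.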
SUMO1 PPI mod = modulators of SUMO1 protein-protein interactions, primary screen, biochemical, uHTS; Small ubiquitin-related modifier 1 (Homo sapiens), P63165; SUMO1 binding to a labelled peptide, TR-FRET, 1 h; inhibition, % at 20 µM; hit rate 0.33% among 360,000; in the data active = inhibition above about 37%
Target sequence (P63165 whole entry, looked up): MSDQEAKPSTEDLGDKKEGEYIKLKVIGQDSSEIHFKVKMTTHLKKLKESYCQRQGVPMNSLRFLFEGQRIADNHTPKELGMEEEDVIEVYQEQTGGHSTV
MsrA inh = bovine MsrA enzyme inhibitors, primary screen, biochemical, absorbance, HTS; Methionine sulfoxide reductase A (Bos taurus); purified bovine MsrA, absorbance read-out; inhibition, % at 15.5 µM; hit rate 0.75% among 360,000; in the data active = inhibition above about 4.5%;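 also: 0% = vehicle wells with enzyme and 100% = reference inhibitor wells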
Scp-1 inhibitor = Scp-1 phosphatase inhibitors, primary screen, biochemical, colorimetric, uHTS. Carboxy-terminal domain RNA polymerase II polypeptide A small phosphatase 1 (Homo …. Recombinant Scp1, phosphopeptide, malachite green phosphate absorbance. inhibition, % at 20 µM. hit rate 0.88% among 340,000. AID 493091, 2011;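 active = inhibition above about 50% at 20 µM, limit read from the data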;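 also: plate controls were DMSO wells with enzyme for no effect and wells lacking enzyme for full effect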
Target sequence (Q9GZU7 76-261 limits assumed): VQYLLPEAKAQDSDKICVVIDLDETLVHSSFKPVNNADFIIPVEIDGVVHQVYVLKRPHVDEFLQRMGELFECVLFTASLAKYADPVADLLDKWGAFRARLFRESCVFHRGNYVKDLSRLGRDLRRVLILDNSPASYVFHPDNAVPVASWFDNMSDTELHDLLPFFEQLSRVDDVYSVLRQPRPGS
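assay system = SCP-1 phosphatase catalytic domain, residues 76-261 | buffer or medium = 50 mM Tris acetate pH 5.5, 0.005% Tween-20, 10 mM MgCl2 | incubation = enzyme reaction 45 min at room temperature, colour 5 min, stabilisation 30 min | signal = Phosphate-binding colour reagent, absorbance read at 630 nm | measure = % inhibition at 20 µM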
DNMT1 inh = human DNMT1 methyltransferase inhibitors, primary screen, biochemical, molecular beacon, fluorescence, HinP1I cleavage, uHTS. DNA (cytosine-5)-methyltransferase 1 (Homo sapiens), P26358. inhibition (reported as % activation of signal), % at 10 µM. hit rate 0.83% among 360,000; in the data active = inhibition above about 50%
MsrA act = bovine MsrA enzyme activators, primary screen, biochemical, absorbance, HTS. Methionine sulfoxide reductase A (Bos taurus). purified bovine MsrA, absorbance read-out. activation, % at 10.6 µM. hit rate 0.3% among 360,000; in the data active = activation above about 7.5%;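 also: 0% = vehicle and 100% = reference activator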
* = called active by the depositor; x = not tested or not shown.

No.	Compound	LMPTP inh	TbMetRS inhib	eLon inh	NRP1-CendR mod	STEP inh	SUMO1 PPI mod	MsrA inh	Scp-1 inhibitor	DNMT1 inh	MsrA act
1	CCN(CC)C(=O)[C@H]1C[C@H](CC(=O)NCCCOC)C(=O)N2CCc3c([nH]c4cc(-c5ccco5)ccc34)[C@]12C	0.6	1.7	-6.5	-6.6	1.5	-2.1	-0.8	-1.3	-2.8	-0.8
2	O=C(Nc1ccccc1Cl)C1CC(=O)N(c2ccccc2)C1 (stereo not drawn)	-0.8	0.6	-1.9	4.0	-2.3	-0.5	-0.4	2.7	-1.0	-0.7
3	Cc1ccc(NC(=O)CSCC(=O)N(C)CC(=O)Nc2c(C)cccc2C)cc1	-1.4	0.0	6.7	-1.3	-2.0	-2.8	1.0	x	0.0	-10.2
4	CCc1ccc(NC(=O)C2CCC(CNC(=O)[C@@H]3Cc4ccccc4CN3)CC2)cc1 (stereo partly drawn)	2.8	-0.4	-2.9	-4.2	-0.8	-2.5	0.2	3.1	-0.8	-0.2
5	Cn1c(=O)[nH]c(=O)c2c1nc(SCC(=O)O)n2CCc1ccccc1	-1.4	-0.3	-2.6	3.4	-4.0	0.5	0.3	2.9	2.7	-3.0
6	CCCN(C(=O)Cc1coc2cc(C)c(C)cc12)c1c(N)n(Cc2ccccc2)c(=O)[nH]c1=O	-0.8	0.2	-18.8	6.2	0.7	-3.9	-0.6	-5.7	0.9	-3.4
7	Cc1ccccc1Cn1cc(S(=O)(=O)CC(=O)Nc2nccs2)c2ccccc21	2.6	-0.5	1.0	-19.2	2.2	-0.4	1.2	-5.2	-3.8	-4.3
8	CC(C(=O)NCc1ccc(F)cc1)n1ccc2cc(S(=O)(=O)N3CCCC3)ccc21 (stereo not drawn)	0.4	0.0	7.7	-1.7	-1.4	3.0	0.3	4.7	2.0	-8.6
9	CC1CCc2sc(-c3n[nH]c(=S)o3)cc2C1 (stereo not drawn)	-0.4	-1.0	3.8	-0.3	2.8	-1.7	2.6	-7.0	0.3	2.4
10	CCOC(=O)C1CCN(C(=O)C2CCC(=O)N(Cc3cccc(C(F)(F)F)c3)C2)CC1 (stereo not drawn)	1.9	-0.2	6.3	-12.3	1.2	-2.4	-0.7	-6.0	-0.5	-3.7
11	O=C1CCC(=O)N1OCCCOc1ccc2c(c1)CCC2	-0.2	-0.7	-3.4	4.5	-4.2	0.6	0.3	-2.0	1.7	-3.5
12	CCOc1ccc(S(=O)(=O)N2CCOCC2)cc1NC(=O)CCN1C(=O)NC2(CCCC2)C1=O	-1.5	-0.2	-1.3	-0.6	-3.0	18.6	-0.3	x	3.8	-1.4
13	COc1cccc(C(=O)OCC(=O)N2CCC(Cc3ccccc3)CC2)c1OC	0.1	-0.3	-1.5	2.2	1.6	3.0	-0.3	-6.8	-3.2	-2.0
14	CCN1CCN(S(=O)(=O)c2ccc(C(C)(C)C)cc2)CC1	2.0	0.5	-11.9	7.4	2.3	4.8	1.0	-2.0	1.9	-0.7
15	O=C(Nc1nc2ccccc2[nH]1)c1ccc(F)c(S(=O)(=O)N2CCOCC2)c1	-0.1	1.7	6.9	-4.6	-1.4	8.9	2.6	-2.7	-5.4	-3.0
16	CC(C)[C@H](NC(=O)OCc1ccccc1)C(=O)NCc1ccccc1	-3.4	-0.4	5.6	-7.6	1.2	-3.2	-0.1	-4.0	0.2	-4.9
17	CC(C)(C)NNC(=S)Nc1cccc(F)c1	-1.7	0.0	-3.2	10.2	1.6	-2.4	-1.0	-10.8	0.5	-2.9
18	CNC(=O)C1CC(=O)N(c2ccc(OCC(=O)Nc3ccc(F)cc3)cc2)C1 (stereo not drawn)	-2.2	-0.1	-2.9	-9.1	-1.6	19.0	-0.4	7.3	4.7	-1.3
19	CCOc1ccc(NC(=O)N(O)C2(C#N)CCCCC2)cc1	0.3	-0.2	-13.5	-11.5	3.4	4.4	-0.8	-7.6	0.9	0.1
20	COc1ccc2c(c1)C(c1ccc(C)o1)=NNC(c1ccccc1)=N2	0.9	-0.1	-0.3	-8.5	-0.6	-2.8	1.6	-2.8	-6.5	-6.2
21	O=C1CCN(c2ccccc2)N1	-2.7	-0.4	-6.9	8.4	1.0	-5.5	0.9	7.5	9.6	2.0
22	CCCCc1ccc(NC(=O)CSc2nc(=O)n(CCCN3CCOCC3)c3c2CCC3)cc1	-0.7	-0.4	-10.1	-2.6	1.7	6.3	-0.2	-0.6	-2.0	-1.3
23	CC(=O)C1=CCC(c2cccc3ccccc23)N(S(=O)(=O)c2ccc(C)cc2)C1 (stereo not drawn)	2.1	-0.7	-11.8	2.4	0.5	0.7	0.4	x	-9.9	-8.6
24	N/C(=N/OC(=O)c1cccc([N+](=O)[O-])c1)c1cccc([N+](=O)[O-])c1	-0.5	-0.9	5.2	0.0	4.4	-23.8	1.4	95.2*	2.7	-1.8
25	CCOC(=O)c1nnn(-c2ccccc2C#N)c1C	-1.9	0.1	-5.5	2.2	-1.0	1.5	-1.5	-2.9	0.8	-1.9
26	COc1cc(C(=O)OCC(=O)Nc2c(F)cccc2F)cc(OC)c1C	1.1	-0.5	3.4	-12.5	-2.5	0.3	0.1	0.7	8.8	-1.9
27	NNC(=O)c1ccc([N+](=O)[O-])c(CS(=O)(=O)c2ccc(Cl)cc2)c1	-0.8	-0.7	-11.8	10.6	0.2	-27.3	1.7	0.0	-4.0	-1.4
28	O=S(=O)(NC1CCSc2ccccc21)c1ccccc1 (stereo not drawn)	-1.6	0.2	-7.8	9.7	-1.5	1.2	-1.4	-3.8	-2.3	-2.9
29	CCOc1ccc(S(=O)(=O)Nc2cnc3ccccc3c2)cc1	0.4	-0.7	3.6	-7.9	-0.9	-5.2	-0.1	-7.1	1.7	-2.6
30	C=C[C@@H]1c2ccccc2N(S(=O)(=O)c2ccc(C)cc2)[C@H](c2ccc(C(F)(F)F)cc2)C1(C#N)C#N	-0.6	-0.1	4.3	-7.1	1.4	1.9	0.4	-8.6	2.2	-1.2

Next structures
No.	Compound	LMPTP inh	TbMetRS inhib	eLon inh	NRP1-CendR mod	STEP inh	SUMO1 PPI mod	MsrA inh	Scp-1 inhibitor	DNMT1 inh	MsrA act
31	CCCCOc1ccc(-c2[nH]ncc2C=O)cc1	-1.0	-2.2	-5.9	8.2	-2.0	2.7	-0.8	-5.0	-0.7	-6.0
32	Cc1cc(NS(=O)(=O)c2ccc(NS(=O)(=O)c3ccc(CC(C)C)cc3)cc2)nc(C)n1	1.3	0.7	4.6	-6.5	2.7	9.9	0.9	3.2	0.8	-2.4
33	CCS(=O)(=O)c1ccc2oc(Nc3cc(C)cc(C)c3)nc2c1	1.6	-0.4	3.3	-0.3	-0.3	5.3	2.2	-10.7	-6.7	2.8
34	Cc1ccc(S(=O)(=O)N(C)CC(O)Cn2c3ccccc3c3ccccc32)cc1 (stereo not drawn)	3.7	0.0	-9.3	21.9	-3.0	1.4	-0.6	-6.9	-8.6	1.2
35	O=C(COC(=O)CCSc1ccc(Cl)cc1)NCCc1ccccc1	0.7	0.3	2.8	-18.8	-0.3	0.3	-0.3	-5.2	3.5	-2.2
36	CCn1cc(CNC(=O)c2cc(-c3ccccc3OC)nc3ccccc23)c(C)n1	0.9	-0.5	2.4	5.5	1.0	-2.6	0.7	3.2	4.7	-2.3
37	C[C@@H]1CN([C@@H](C)CO)C(=O)c2c(c3ccccc3n2C)-c2ccccc2CO[C@H]1CN(C)C(=O)[C@H](Cc1ccccc1)N(C)C	-2.9	-0.7	7.3	-12.4	-1.4	1.9	0.5	x	-6.5	-0.7
38	COc1ccc(OC)c(/C=N/N2CCN(c3ccc(Cl)cc3)CC2)c1	1.5	0.6	-3.4	-1.9	1.8	-2.3	0.1	-7.3	4.0	-2.5
39	CC1CCCN(Cc2cccc(Oc3ccccc3)c2)C1 (stereo not drawn)	-1.3	-0.4	-1.9	5.8	0.2	-1.2	-0.5	-6.6	0.5	-1.3
40	CCN1CCN(C(=O)C2CCN(Cc3nc(-c4cccc(Cl)c4)oc3C)CC2)CC1	-0.4	-0.5	-3.2	-3.4	-0.4	6.2	-0.3	-4.2	-0.4	-0.6
41	COc1cc(/C=C(/C#N)C(=O)NCCCc2ccccc2)ccc1OCC(=O)O	-0.8	0.1	1.4	3.9	-0.1	-11.6	1.1	37.2	5.2	-1.9

Structural class, those above with a nitro group on carbon.
No.	Compound	LMPTP inh	TbMetRS inhib	eLon inh	NRP1-CendR mod	STEP inh	SUMO1 PPI mod	MsrA inh	Scp-1 inhibitor	DNMT1 inh	MsrA act
24	N/C(=N/OC(=O)c1cccc([N+](=O)[O-])c1)c1cccc([N+](=O)[O-])c1	-0.5	-0.9	5.2	0.0	4.4	-23.8	1.4	95.2*	2.7	-1.8
27	NNC(=O)c1ccc([N+](=O)[O-])c(CS(=O)(=O)c2ccc(Cl)cc2)c1	-0.8	-0.7	-11.8	10.6	0.2	-27.3	1.7	0.0	-4.0	-1.4

Screens from PubChem BioAssay.
